Screening results deposited in PubChem BioAssay by The Scripps Research Institute Molecular Screening Center.
SIAE primary: human SIAE inhibition, primary screen; Q9HAT2; SIAE FP-Rh probe binding, fluorescence polarization; inhibition, % at 9.66 µM; hit rate 0.69% among 370,000;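 active = inhibition above a cutoff: mean of compounds within the control limits plus 3 SD of those, cut at about 17% in these data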;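 note: 0% = plate median of compound wells and 100% = probe without SIAE protein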
TCR CD3 inh: human TCR-CD3 binding inhibition; TAMRA-labeled TCR probe fluorescence, biochemical; hit rate 0.37% among 360,000; inhibition, % at 9.4 µM; AID 651800; in the data active = inhibition above about 19%;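 note: recombinant mutant TCR 2C K166C tagged with TAMRA read by polarization; 0% = receptor in buffer alone and 100% = receptor with positive control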
LEDGF integ inh: blocks HIV-1 LEDGF/p75-dependent DNA integration. TR-FRET IN-LEDGF/p75 DNA integration, Eu/Cy5. inhibition, % at 3.7 µM. hit rate 0.64% among 370,000. AID 743269;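 active = inhibition above the screen-wide mean plus 3 SD, cut at about 13% in these data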;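 note: signal is the Cy5 over europium emission ratio at 671 and 618 nm; 0% = plate median of compound wells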
MBD2 inh: blocks human MBD2 binding to methylated DNA. TR-FRET, MBD2 binding to methylated oligonucleotide. inhibition, % at 4.4 µM. hit rate 0.31% among 370,000. AID 686964; in the data active = inhibition above about 13%
Target sequence (Q9UBB5 whole entry, looked up): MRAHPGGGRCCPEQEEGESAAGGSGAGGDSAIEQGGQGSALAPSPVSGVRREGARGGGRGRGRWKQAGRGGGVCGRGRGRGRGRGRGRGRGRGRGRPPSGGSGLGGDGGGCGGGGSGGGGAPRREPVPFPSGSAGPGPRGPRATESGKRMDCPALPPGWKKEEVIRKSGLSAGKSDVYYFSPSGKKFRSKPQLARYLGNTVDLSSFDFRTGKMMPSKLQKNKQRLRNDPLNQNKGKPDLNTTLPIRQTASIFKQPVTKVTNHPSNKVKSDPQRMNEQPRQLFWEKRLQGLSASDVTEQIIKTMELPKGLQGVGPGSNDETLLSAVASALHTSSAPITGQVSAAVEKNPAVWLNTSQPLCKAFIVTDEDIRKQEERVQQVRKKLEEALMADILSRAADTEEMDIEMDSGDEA
PRMT1 FP inh: inhibitors of human PRMT1; Q99873; recombinant PRMT1, activity-based probe fluorescence polarization; inhibition, % at 2.79 µM; hit rate 1.3% among 370,000; AID 652257;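 active = inhibition above about 21% made by adding two undisclosed values, limit read from the data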
DDE Tn7 FP inh: DD(E)-Tn7 binding inhibition, primary FP screen; FP displacement of FITC-Tn7 peptide from fibrin DD(E); 0% = median of compound wells per plate; inhibition, % at 8.3 µM; hit rate 0.13% among 370,000; AID 720508;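 active = inhibition above the mean of compounds falling within the control limits plus 3 SD of them, cut at about 14% in these data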;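 note: 0% = plate median of compound wells and 100% = 10 µM Aha-Tn7 peptide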
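Assay system: Fibrin-DD(E) protein isolated from polymerized human fibrin clots; read-out basis: percent inhibition; medium: Tris/NaCl/CaCl2 buffer, pH 7.8; signal: FP measurement; incubation: 10 min plus 3 h, room temperature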
KLK7 zymogen act: proKLK7 (human) activation, primary screen; P49862; purified proKLK7, EDANS-DABCYL substrate fluorescence; 100% is mature enzyme control, 0% vehicle; activation, % at 7 µM; hit rate 0.9% among 370,000; AID 652039;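 active = activation above the mean of all tested compounds plus 3 SD, computed per campaign excluding outliers beyond control limits, cut at about 13% in these data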
Target sequence (P49862 whole entry, looked up): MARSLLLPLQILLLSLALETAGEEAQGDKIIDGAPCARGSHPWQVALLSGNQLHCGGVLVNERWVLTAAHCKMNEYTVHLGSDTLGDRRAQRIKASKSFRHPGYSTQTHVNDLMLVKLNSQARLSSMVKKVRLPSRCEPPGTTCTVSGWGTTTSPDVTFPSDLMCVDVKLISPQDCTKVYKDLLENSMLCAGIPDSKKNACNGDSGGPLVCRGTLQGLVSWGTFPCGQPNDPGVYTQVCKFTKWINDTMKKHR
Tn6 DDE FP: disrupts Tn6 cyclic peptide binding to fibrin D-Dimer-E complex; inhibition, % at 8.3 µM; AID 720509; Fibrin DD(E) TRITC-Tn6 fluorescence polarization displacement; hit rate 0.21% among 370,000; P02675;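 active = inhibition above a per-campaign cutoff: mean of compounds within control limits plus 3 SD, cut at about 15% in these data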;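 note: 0% = median of all compound wells on the plate and 100% = blocking peptide control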
TDP2 inh: blocks human TDP2 phosphodiesterase activity; AID 720702; recombinant TDP2, T5PNP hydrolysis, p-nitrophenol absorbance 415 nm; O95551; inhibition, % at 12.8 µM; hit rate 0.34% among 370,000;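 active = inhibition above the mean of all tested compounds plus 3 SD, set per campaign, cut at about 25% in these data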;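 note: 0% = DMSO with enzyme and 100% = buffer with substrate but no TDP2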
Target sequence (O95551 whole entry, looked up): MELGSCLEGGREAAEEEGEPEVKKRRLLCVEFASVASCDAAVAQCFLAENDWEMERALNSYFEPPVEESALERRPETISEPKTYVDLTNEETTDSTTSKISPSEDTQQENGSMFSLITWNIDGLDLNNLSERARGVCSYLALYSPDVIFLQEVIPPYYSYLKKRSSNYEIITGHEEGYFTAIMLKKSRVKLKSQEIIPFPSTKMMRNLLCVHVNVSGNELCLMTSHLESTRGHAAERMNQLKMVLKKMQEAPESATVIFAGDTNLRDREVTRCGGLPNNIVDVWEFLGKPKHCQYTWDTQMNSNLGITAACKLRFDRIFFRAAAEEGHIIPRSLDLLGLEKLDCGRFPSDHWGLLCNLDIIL
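Incubation: 2 h at 37 °C; Test system: recombinant human TDP2; Quantity: enzyme 120 nM; Read-out basis: percent inhibition; Medium: 50 mM Tris-HCl pH 7.5 with Mg2+, KCl, DTT, BSA; Repeats: single replicate; Compound: 12.8 µM single point, 1% DMSO; Signal: epi absorbance; Reagent: 5 mM T5PNP chromogenic substrate; Benchmarks: no-enzyme high, DMSO-plus-enzyme low.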
UHRF1 binding: UHRF1 methyl-DNA binding inhibition. UHRF1 binding to methylated oligo, TR-FRET. inhibition, % at 4.4 µM. hit rate 0.75% among 370,000; in the data active = inhibition above about 21%;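 note: UHRF1 SRA domain binding a hemimethylated CpG hairpin DNA probe; 0% = median of test compound wells and 100% = reference inhibitor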
Numbers without * were called inactive; x = no result given.

SMILES | SIAE primary | TCR CD3 inh | LEDGF integ inh | MBD2 inh | PRMT1 FP inh | DDE Tn7 FP inh | KLK7 zymogen act | Tn6 DDE FP | TDP2 inh | UHRF1 binding
COc1ccc(C(=O)N2CCC(C(=O)O)CC2)c2ccccc12 | 6 | 8 | -3 | -7 | 3 | -1 | 0.2 | 4 | -11 | 1
O=C(OCn1ncc(Cl)c(Cl)c1=O)c1ccc(C(F)(F)F)cc1 | -6 | -7 | -1 | -5 | 5 | 4 | 0.2 | -2 | -4 | 2
O=C1CN(c2cc(Cl)cc(Cl)c2)C(=O)CN1/N=C/c1cccnc1 | 2 | 6 | 4 | -9 | -4 | -5 | 0.3 | 1 | 0 | -1
Cc1ccc(S(=O)(=O)NCc2ccccc2)cc1C(=O)NC1CCCCC1 | 2 | 8 | 2 | 1 | -4 | -2 | -0.1 | 7 | -2 | -2
COC(=O)Cn1c(SCc2ccccc2)nc2ccccc21 | 4 | 4 | 1 | -2 | -1 | -7 | 0.1 | -9 | 2 | 1
O=C(c1ccco1)N1CCC(c2nc3c(nnn3Cc3c(Cl)cccc3Cl)c(=O)[nH]2)CC1 | -1 | -4 | -4 | -3 | 2 | -7 | -0.3 | -2 | 8 | -1
COCCCn1c(SCC(=O)c2ccccc2)nc2ccccc2c1=O | -9 | 3 | 5 | -2 | 0 | 2 | 0.2 | 8 | 4 | 1
c1cn(C23CC4CC(CC(C4)C2)C3)cn1 | -7 | -1 | 0 | 2 | -2 | -3 | 0.3 | 3 | 8 | 0
Cc1cc(C)c(S(=O)(=O)c2ccc(Cl)cc2)c(Cl)n1 | -9 | -2 | -4 | -1 | 1 | -5 | 0.1 | 2 | 3 | 1
CC(C)C(C)NC(=O)COc1nc2ccccc2nc1N(C)C1CCCCC1 (stereo unspecified) | -11 | -3 | -1 | 1 | 1 | 0 | 0.2 | -6 | 0 | -1
CCc1cc2c(SCC(=O)N3CC(=O)Nc4ccccc43)ncnc2s1 | -3 | 2 | -2 | -4 | 3 | -4 | 0.5 | 1 | 9 | -3
COc1ccc(C2c3ccc4ccccc4c3Oc3ncn(CCCO)c(=N)c32)cc1 (stereo unspecified) | -10 | -13 | 7 | 2 | -1 | -5 | 0.3 | 1 | -3 | 4
CCCc1ccc2oc(C(=O)NCCN3CCCC(O)C3)c(C)c2c1 (stereo unspecified) | -1 | 2 | -2 | 1 | -2 | 6 | 0.6 | -1 | 6 | 1
COC(=O)[C@@H](N)CS | 3 | -2 | 2 | 0 | 49* | 3 | 0.2 | -1 | -5 | 2
CCCn1nnc(NCc2ccc(OCc3cccs3)c(OC)c2)n1 | -8 | -3 | -4 | -5 | 3 | 0 | -0.7 | -10 | 0 | 0
Cc1c(C2(c3c(C)n(C)n(-c4ccccc4)c3=O)C(=O)Nc3ccc(F)cc32)c(=O)n(-c2ccccc2)n1C | -4 | 0 | 3 | 4 | -1 | 3 | -0.2 | 6 | 3 | -1
Cc1csc(NC(=O)Cc2ccccc2Cl)n1 | 6 | -2 | -6 | -3 | 4 | -5 | -0.6 | -5 | -7 | 3
CCc1ccc(CNC(=O)C2CCN(S(=O)(=O)N3CCC(C)CC3)CC2)cc1 | 6 | 5 | 4 | -8 | 0 | -6 | 0.7 | 5 | -6 | -1
Cc1c(Br)c([N+](=O)[O-])nn1C(C)C(=O)Nc1nccs1 (stereo unspecified) | -1 | 0 | -2 | -1 | -3 | 2 | 0.3 | 4 | 4 | -4
Cc1cc(NS(=O)(=O)c2ccc(NC(=O)/C=C/c3cccc(Cl)c3)cc2)no1 | -23 | 0 | 2 | -2 | -1 | -1 | 0.0 | -2 | -4 | 1
CC(C)C1C(C#N)=C(N)Oc2n[nH]c(-c3ccc4ccccc4c3)c21 (stereo unspecified) | -24 | 0 | -3 | 1 | 0 | -9 | 0.6 | 2 | -4 | -4
COc1ccc(S(=O)(=O)N2CCCCC2)cc1NCC(=O)Nc1ccc(C)cc1 | 5 | -1 | 0 | -2 | -2 | 0 | -0.3 | -5 | 3 | -3
COc1ccc(C(CNC(=O)c2cc(S(=O)(=O)NCc3ccccc3)ccc2C)N2CCOCC2)cc1 (stereo unspecified) | 1 | -6 | 0 | 0 | 0 | -5 | -0.4 | -10 | -3 | 0
COC(=O)C(Oc1ccc2c(-c3ccc(OC)cc3)cc(=O)oc2c1)c1ccccc1 (stereo unspecified) | -10 | 1 | 0 | 6 | -5 | 3 | -3.0 | 1 | 9 | 3
O=C(Cc1ncn[nH]1)NCCc1ccccc1 | 3 | -5 | 3 | 0 | 3 | -3 | 0.0 | 7 | 7 | 0

Two compounds from above, reduced to TDP2 inh, Tn6 DDE FP and LEDGF integ inh.
SMILES,TDP2 inh,Tn6 DDE FP,LEDGF integ inh
COc1ccc(S(=O)(=O)N2CCCCC2)cc1NCC(=O)Nc1ccc(C)cc1,3,-5,0
COc1ccc(C(CNC(=O)c2cc(S(=O)(=O)NCc3ccccc3)ccc2C)N2CCOCC2)cc1 (stereo unspecified),-3,-10,0

(listing goes on)
SMILES | SIAE primary | TCR CD3 inh | LEDGF integ inh | MBD2 inh | PRMT1 FP inh | DDE Tn7 FP inh | KLK7 zymogen act | Tn6 DDE FP | TDP2 inh | UHRF1 binding
COc1cccc(NC(=O)CCC2CCN(C(=O)c3ccc(C(C)=O)s3)CC2)c1 | 3 | -3 | -3 | 6 | 0 | 0 | 0.0 | -5 | -3 | 1
CSC1=C(C#N)C(c2ccc3c(c2)OCO3)C2=C(CCCC2=O)N1 (stereo unspecified) | 2 | 7 | -4 | -5 | -1 | 6 | -0.4 | 5 | -11 | -2
C[C@@H]1CN([C@H](C)CO)C(=O)CCCn2cc(nn2)CO[C@H]1CN(C)C(=O)Oc1ccccc1 | 3 | 3 | 1 | 3 | -1 | 8 | 0.7 | 1 | 5 | 1
COC(=O)c1ccc[n+](CC(=O)c2ccc(Br)cc2)c1 | 2 | 2 | 2 | -3 | 2 | -4 | -0.1 | -1 | -5 | 3
COc1c(OC(C)=O)c(=O)n2c3ccccc3c3ccnc1c32 | 5 | 4 | 9 | -6 | -9 | 5 | -3.2 | 1 | 12 | -6
CC(C)OC(=O)NS(=O)(=O)c1cccc([N+](=O)[O-])c1 | 3 | 0 | -1 | -1 | 1 | 3 | -0.2 | 2 | -3 | -1
CCCSc1nnc(N2C(=O)CC(c3ccsc3)C3=C2CCCC3=O)s1 (stereo unspecified) | -7 | 5 | -1 | 6 | -3 | 0 | 1.2 | -2 | -1 | 2
COc1ccccc1-c1nc(SCc2ccccn2)n[nH]1 | 3 | -5 | 1 | 5 | 5 | 0 | -0.7 | 1 | -3 | 0
COC(=O)C1CN(C(=O)C(C)Oc2ccccc2F)c2ccccc2O1 (stereo unspecified) | -5 | 4 | 1 | 5 | -1 | 3 | 0.7 | 1 | 6 | 2
CCN(CC(=O)NCc1cccs1)S(=O)(=O)c1cccc(Br)c1 | 3 | -1 | 1 | 2 | 5 | -1 | -0.5 | 0 | -3 | 3
Cc1ccc(NC(=O)CCNC(=O)c2ccco2)cc1F | 1 | -1 | -2 | 6 | 3 | 4 | 0.6 | 3 | 1 | 10
O=C(NC1=NCCS1)c1cccc(N2C(=O)c3ccccc3C2=O)c1 | -1 | 2 | 2 | 0 | 2 | 11 | 0.8 | 5 | -1 | -1
O=C(NCC1CC1)C1Cc2c(-c3cccc(F)c3)ccnc2O1 (stereo unspecified) | 14 | 5 | -4 | -2 | -1 | 1 | -0.3 | -1 | 4 | 0
Cc1noc(NS(=O)(=O)c2ccc(NC(=O)c3cnc4n(c3=O)CCS4)cc2)c1C | -3 | -1 | 0 | 2 | 7 | 6 | -0.4 | -2 | 19 | -4
COc1ccc(CNC(=O)CN2C(=O)C(c3ccccc3)Oc3cccnc32)cc1 (stereo unspecified) | 4 | 5 | 0 | -2 | 2 | -2 | -0.9 | 4 | 1 | -2
COc1ccc(N2CCN(c3nc(NC(C)(C)C)nc(N4CCCCC4)n3)CC2)cc1 | -1 | 5 | -2 | 4 | 0 | -4 | -0.2 | -6 | -15 | -3
C=C(C)CNC(=S)N/N=C/c1c(F)cccc1F | 6 | 1 | 3 | 0 | 0 | -3 | -0.9 | 0 | 4 | -2
Cc1[nH]c2ccccc2c1SCc1ccccc1 | 9 | -8 | -5 | 7 | 3 | -4 | 0.7 | -5 | 1 | 2
CCCN1CCN(CCCNC(=O)c2ccc(CS(=O)c3ccccc3C)o2)CC1 (stereo unspecified) | 2 | 0 | -8 | -1 | 1 | 2 | 0.1 | 2 | -8 | 3
O=C(CCl)N(Cc1cc(=O)[nH]c2ccccc12)c1ccccc1 | -7 | -6 | -5 | -1 | 10 | -2 | -0.6 | -5 | 6 | 2
COc1ccc(C(=O)NCCCN2CCOCC2)cc1OC | 2 | -3 | 2 | 5 | 0 | 4 | -0.4 | 1 | -2 | 1
C/C(CC(=O)Nc1ccc2c(c1)OCCO2)=N\NC(=O)COc1ccc(C)cc1Br | 3 | 7 | 1 | 1 | -4 | 0 | -1.3 | 0 | 17 | -1
O=C(NCCC1=CCCCC1)c1cnsn1 | -5 | 1 | -3 | 1 | -2 | -5 | -0.1 | -12 | -4 | 1
CN(C)NC(=S)Nc1ccc(S(=O)(=O)N2CCCCC2)cc1 | 0 | -10 | -4 | 3 | 2 | 5 | -0.9 | -3 | 7 | -1
CCOC(=O)C(=O)c1c(-c2ccccc2)nc2ccccn12 | 1 | -2 | 3 | -2 | -3 | 2 | 0.2 | -4 | -5 | 5
(more compounds)
SMILES | SIAE primary | TCR CD3 inh | LEDGF integ inh | MBD2 inh | PRMT1 FP inh | DDE Tn7 FP inh | KLK7 zymogen act | Tn6 DDE FP | TDP2 inh | UHRF1 binding
CC(Sc1ncccn1)C(=O)NNC(=O)c1cccc(Cl)c1 (stereo unspecified) | 1 | 7 | 2 | 0 | 2 | -6 | 0.6 | -1 | -2 | -1
CCOC(=O)NN1C(=O)c2ccccc2NC1C (stereo unspecified) | -1 | 1 | 3 | -2 | -2 | -4 | 13* | -9 | -3 | 1
COc1ccc(NC(=O)CCCNS(=O)(=O)c2ccc3[nH]c(=O)oc3c2)cc1OC | 5 | x | -3 | 2 | 8 | 3 | 0.0 | 4 | 5 | 1
CC1(C)CC(=O)c2c(nn(-c3ccccc3)c2-c2ccncc2)C1 | 0 | 0 | 3 | 0 | 0 | 1 | -0.1 | -5 | 9 | 1
O=C(O)c1ccccc1-c1ccccc1C(=O)NCc1ccccc1Cl | 1 | -5 | -1 | 5 | 3 | -4 | 0.4 | -8 | 9 | 6
O=C(Nc1ccc2c(c1)[C@@H]1C[C@@H](CC(=O)N3CCCCC3)O[C@@H](CO)[C@@H]1O2)NC1CCCCC1 | 8 | 1 | 3 | -1 | -9 | -5 | 0.3 | 2 | -8 | -2
COc1cccc(CNC(=O)c2cc3ccccn3n2)c1 | 5 | 1 | 1 | -3 | 0 | 7 | -1.1 | -2 | -2 | 0
Cc1ccc(CN2CCN(Cc3cn[nH]c3-c3cccc(F)c3)CC2CCO)o1 (stereo unspecified) | 1 | 1 | -5 | 5 | 0 | 3 | -0.1 | -2 | 1 | 2
